# From PubChem
# Rat MKP-3 inhibitors – MKP-3 phosphatase inhibitors, primary screen, biochemical, rat enzyme, in vitro (AID 425); inhibition, % at 20 µM, or IC50 in µM where a hit was titrated; recombinant MKP-3 phosphatase activity, fluorescence; higher % means a stronger effect; Dual specificity protein phosphatase 6 (Rattus norvegicus); 0.17% of 110,000 active; in the data active means inhibition above about 50%;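 further: plate controls were vehicle for no effect and reference inhibitor for full effect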
# Hsp70 inhibitors – Hsp70 inhibitors, probe displacement, primary screen, biochemical, fluorescence polarization (AID 583); Hsp70 fluorescence polarization probe displacement, mP; higher % means a stronger effect; 0.06% of 140,000 active; displacement, % at 20 µM; hits with a dose series show IC50 in µM; in the data active means displacement above about 50%;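 further: plate controls were vehicle for no effect and reference ligand for full effect; a part of the inactive calls stands beside numbers as strong as those of hits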
# * marks the source's active call; other numbers are inactive results; . = not tested or not shown; & = joins results of further samples.
SMILES,Rat MKP-3 inhibitors,Hsp70 inhibitors
COc1cccc(NC(=O)COC(=O)c2c(-c3ccccc3)noc2C)c1,.,-3.6%
O=C(O)CN1C(=O)Nc2ccc(Br)cc2C1c1ccccc1 (configuration not stated),-1.8%,-0.8%
COc1ccc(C(=O)Nc2nc(C34CC5CC(CC(C5)C3)C4)c(C)s2)cc1,1.0%,1.3%
O=C(COc1ccccc1Br)c1ccc(O)cc1O,3.2%,-2.3%
CC12CCC(C(=O)N(Cc3ccccc3)Cc3ccccc3)(OC1=O)C2(C)C (configuration not stated),.,-2.6%
COc1ccccc1C(=O)NC(C)C(c1cccs1)N1CCOCC1 (configuration not stated),.,-2.7%
O=C(N/N=C/C1CC=CCC1)c1cccnc1 (configuration not stated),2.1%,5.7%
COc1ccc(-c2nnc(NC(=O)c3ccc([N+](=O)[O-])c(Cl)c3)s2)cc1,-0.9%,-1.7%
CCSc1nc2ccccc2n1CC(=O)Nc1c(C)cccc1C,1.1%,4.8%
O=C(CCN1C(=O)c2ccccc2C1=O)N1CCN(c2ccccn2)CC1,-6.1%,1.4%
O=C1Nc2ccc(Br)cc2C1=Cc1nc2ccccc2c(=O)n1-c1ccc([N+](=O)[O-])cc1,8.0%,-0.7%
O=S(=O)(NCc1ccco1)c1ccc(S(=O)(=O)N2CCCCC2)cc1,.,6.7%
O=C1c2ccccc2-c2nc3cc(Br)cnc3nc21,7.3%,7.4%
COc1ccc(Cl)cc1C(=O)NCCC1=CCCCC1,-1.3%,0.5%
O=C(c1cc2nc(-c3cccs3)cc(C(F)(F)F)n2n1)N1CCc2ccccc2C1,4.4%,-2.8%
CC(C)(C)n1ncc2c(=O)n(CC(=O)OCc3ccccc3)cnc21,.,1.0%
COc1ccc(/C=N/c2c(-c3ccc(OC)cc3)nc3n2CCS3)cc1,.,-2.3%
CCC(=O)Nc1ccc(NC(=O)c2ccco2)c(OC)c1,-12.8%&1.4%,1.2%&-0.8%
S=C(NCC1CCCO1)Nc1ccccc1 (configuration not stated),2.4%,0.2%
CCOC(=O)N1CCN(C(=O)NC23CC4CC(CC(C4)C2)C3)CC1,6.1%&-2.5%,-5.5%&-1.9%

# Part of the list above in order of length of the SMILES, lowest first:
SMILES,Rat MKP-3 inhibitors,Hsp70 inhibitors
S=C(NCC1CCCO1)Nc1ccccc1 (configuration not stated),2.4%,0.2%
O=C(N/N=C/C1CC=CCC1)c1cccnc1 (configuration not stated),2.1%,5.7%
O=C1c2ccccc2-c2nc3cc(Br)cnc3nc21,7.3%,7.4%
CCSc1nc2ccccc2n1CC(=O)Nc1c(C)cccc1C,1.1%,4.8%
CCOC(=O)N1CCN(C(=O)NC23CC4CC(CC(C4)C2)C3)CC1,6.1%&-2.5%,-5.5%&-1.9%
CC12CCC(C(=O)N(Cc3ccccc3)Cc3ccccc3)(OC1=O)C2(C)C (configuration not stated),.,-2.6%

# Following part.
SMILES,Rat MKP-3 inhibitors,Hsp70 inhibitors
CC1=C(C(=O)OCCCc2ccccc2)C(c2ccccc2F)CC(=O)N1 (configuration not stated),0.9%,3.0%
N#Cc1ccc(-c2ccco2)nc1SCc1ccccc1,-4.1%,-2.8%
O=C(c1ccco1)N1CCCC(c2nc(-c3ccc(S(=O)(=O)NCc4ccccc4)cc3)no2)C1 (configuration not stated),-4.1%,-5.2%
Cc1nc(NC2=NCN(Cc3cccnc3)CN2)nc2ccccc12,4.5%,-0.6%
CC(C)(C)c1ccc(C(=O)N2N=C(c3ccc([N+](=O)[O-])cc3)CC2(O)C(F)(F)F)cc1 (configuration not stated),0.3%,-2.7%
COC(=O)c1cn(C)c2ccc(S(=O)(=O)N3CC(C)CC(C)C3)cc2c1=O (configuration not stated),3.3%,17.6%
Cc1ccccc1-n1c(=O)cc(N2CCCCCC2)[nH]c1=O,-13.1%,1.4%
O=C(NCc1ccccc1)c1ccc(CN2CCN(c3ccccc3)CC2)cc1,3.9%,-3.0%
Cn1c(Cl)cnc1C(O)c1ccccc1 (configuration not stated),3.8%,2.4%
CC1Cc2ccccc2N1C(=O)CN1C(=O)CN(C)C(=O)c2ccccc21 (configuration not stated),0.7%,8.9%
CCOC(=O)N1CCN(S(=O)(=O)c2ccc(C(=O)Nc3ccc(F)cc3F)cc2)CC1,-6.6%,-0.2%
O=C(c1ccc(C(=O)N2CCOCC2)nc1)N1CCOCC1,-12.7%,0.4%
CCOC(=O)c1cc2occc2n1CCCN1C(=O)c2ccccc2C1=O,3.7%,1.4%
CC1(C)CC(=O)C=C(NCCc2ccccc2)C1,0.8%,-1.4%
CCOC(=O)c1[nH]cnc1C(=O)Nc1ccc([N+](=O)[O-])cc1,1.1%,1.2%
O=C(c1ccc2nc(-c3ccco3)c(-c3ccco3)nc2c1)N1CCN(c2ccccc2)CC1,-5.2%,7.2%
Cc1cc(C)n2c(SCC(=O)N3CCN(S(=O)(=O)c4ccc(Cl)cc4)CC3)nnc2n1,-6.0%,3.5%
O=C(CSc1nc2c(sc3ccccc32)c(=O)n1CCCN1CCCC1)NCC1CCCO1 (configuration not stated),.,7.7%
O=C(COc1ccc(Br)cc1)Nc1ccc(N2CCOCC2)c(Cl)c1,5.0%,-2.1%
CCOc1ccccc1N1CCN(C(=O)c2cccc(F)c2)CC1,-0.2%,-0.4%
Cc1ccccc1OCc1nc(-c2ccccc2)no1,-6.4%,3.3%
CCN(CC)Cc1c(O)ccc2c(=O)c(Oc3ccccc3Br)coc12,3.5%,-0.6%
NC(=O)c1ccc(Sc2nc3ccccc3s2)c([N+](=O)[O-])c1,-1.6%,3.8%
O=C(/C=C/c1ccc2c(c1)OCO2)Nc1c(F)c(F)c(F)c(F)c1F,4.0%,-2.9%
Cc1cc(C(=O)N/N=C/c2c(C)[nH]c3ccccc23)n[nH]1,0.6%,0.9%
Cn1c(=O)oc2cc(S(=O)(=O)N3CCCC(C(=O)NCC4COc5ccccc5O4)C3)ccc21 (configuration not stated),1.3%,.
O=C(COc1ccc(Cl)cc1Cl)Nc1ccc(F)c(Cl)c1,-0.8%,-1.0%
CC(=O)Nc1nc(-c2cccs2)cs1,-9.0%,-3.1%
O=C(O)c1cc(NC(=O)c2ccccc2)cc(C(=O)O)c1,1.3%,-3.9%
COc1ccc(OCC(O)CN2CCCCCC2)cc1 (configuration not stated),.,0.1%
Cc1ccccc1NC(=O)Cc1nc(CSc2nnc(C3CCCCC3)n2N)cs1,-2.7%,-1.7%
COc1ccc(NC(=O)CSc2nc(-c3ccncc3)nn2CC(=O)N2CCCC2)cc1,6.6%,-5.2%
CCN(CC)S(=O)(=O)c1cccc(-c2nc3n(n2)Cc2ccccc2-3)c1,-3.7%,0.1%
O=C(/C=C/c1ccc2c(c1)OCO2)Nc1ccc(F)c(F)c1,2.9%,0.4%
COc1cc(C2N3CC4(C)CN2CC(C)(C3)C4)ccc1O (configuration not stated),-2.5%,4.4%
CN(C)S(=O)(=O)N1CCN(C(=O)N2CCCCCC2)CC1,.,-0.7%
CCOc1ccccc1NC(=O)C1C2C=CC(C2)C1C(=O)O (configuration not stated),.,0.4%
COc1ccc(CCNS(=O)(=O)c2ccc3c(c2)OCCO3)cc1,-1.7%,4.4%
Clc1ccc(-n2ncnc2-c2ccc(Br)cc2)cc1,4.1%,1.3%
O=C(CSc1ncnc2c1oc1ccccc12)N1CCN(c2ccccc2)CC1,.,-1.3%
C/C(=N\N=C1\NC(=O)C(CC(=O)Nc2ccc(Cl)c(Cl)c2)S1)c1ccc(Cl)cc1 (configuration not stated),4.6%,3.6%
O=C(NCCSCc1ccco1)Nc1ccccc1,-13.1%,0.3%
CC(C)(O)P(=O)(c1ccccc1)c1ccccc1,-1.9%,0.4%
O=[N+]([O-])c1cccc(S(=O)(=O)Nc2ccc(O)c(Cl)c2)c1,2.4%,-3.2%
CC(=O)N(C(C)=O)c1c(N2CCOCC2)c2ccccc2oc1=O,-16.9%,-1.3%
COc1ccc(/C=C2/SC(=S)N(CCc3ccccc3)C2=O)cc1OC,-0.8%,-9.4%
Cc1cc(C)n(C(=O)C23CC4CC(CC(C4)C2)C3)n1,-5.0%,4.6%
CCn1c(SCC(=O)Nc2nc(-c3ccc(C)cc3)cs2)nnc1-c1ccccc1,.,-2.5%
COC(=O)C1=C(C)N(C)C(C)=C(C(=O)OC)C1c1ccsc1,2.7%&1.2%,-0.4%&-1.7%
O=c1c2c3nc4ccccc4nc3n(-c3cccc(F)c3)c2ncn1Cc1ccc2c(c1)OCO2,1.9%,2.7%
COc1ccc(OC)c(C2CC(=O)N3CN(c4ccccc4)CSC3=C2C#N)c1 (configuration not stated),-6.0%,0.9%
CCN(CC)CCCNC(=O)c1cn(CCOC)c(=O)c2c1c1ccccc1n2C,1.3%,1.2%
COc1ccc(NC(=O)c2ccc(CN3CCN(c4ccccc4)CC3)cc2)cc1OC,-7.1%&1.6%,-2.1%&-3.0%
Cc1cc(C(=O)COC(=O)c2ccc3c(c2)OCCO3)ccc1Br,-1.9%,2.8%
C/C(N)=C(/C#N)C(=O)CSc1nnc(-c2ccc(OC(F)F)cc2)o1,0.5%,5.3%
Cc1ccc(N(CC(=O)O)S(=O)(=O)c2ccc(F)cc2)cc1,3.6%,0.3%
O=C(Nc1nccs1)c1cccc(NC(=O)C2CC2)c1,1.0%,0.7%
COc1ccc(OC)c(/C=N\NC(=O)CNc2ccc(C)cc2)c1,1.0%,-1.1%
CCN(C(=O)c1cn(CC)c(=O)c2cc(OC)c(OC)cc12)c1ccccc1C,2.4%,3.4%
CCc1ccc(OCC(=O)Nc2ccc(I)cc2Cl)cc1,5.0%,-0.4%

# (listing goes on)
SMILES,Rat MKP-3 inhibitors,Hsp70 inhibitors
Cc1[nH][nH]c(=O)c1C(c1ccc(-c2ccc(Cl)cc2)o1)c1c(C)[nH][nH]c1=O,.,0.8%
CCN(Cc1ccccc1)S(=O)(=O)c1ccc(S(=O)(=O)N(Cc2ccccn2)Cc2ccco2)cc1,.,7.1%
CCN1C(=O)C(O)(CC(=O)c2cc(C)ccc2C)c2ccccc21 (configuration not stated),-3.8%,-2.1%
O=C(/C=C/c1ccccc1)Nc1ccc(S(=O)(=O)Nc2ccc(F)cc2)cc1,4.4%,-4.2%
CCC(Sc1nc(C)cc(=O)[nH]1)C(=O)Nc1ccc(Cl)cn1 (configuration not stated),-11.8%,-0.4%
O=C(NCCc1ccccc1)C1CCN(c2nc3ccccc3o2)CC1,-0.8%,-4.5%
COc1ccc(OC)c(N(CC(=O)N2CCOCC2)S(C)(=O)=O)c1,-2.6%,1.7%
O=C(Nc1ccc2c(c1)OCO2)c1ccc(CN2CCOCC2)cc1,3.6%,-2.3%
O=C(CN1CCOCCOCCN(CC(=O)Nc2ccccc2)CCOCC1)Nc1ccccc1,-5.5%,8.1%
CCN(CC)c1ccc(N2C(=O)/C(=C/C=C/c3ccccc3)SC2=S)cc1,1.8%,-1.8%
O=C(O)/C=C/C(=O)Nc1ccc(NC(=O)c2ccccc2)c(Cl)c1,1.5%,1.6%
CCOC(=O)N1CCN(C(=O)CN(Cc2ccc(Cl)cc2)S(=O)(=O)c2ccccc2)CC1,.,-2.6%
CCSCCOC(=O)C1=C(C)N(C)C(=O)NC1c1ccc(OC)cc1 (configuration not stated),-0.2%,0.9%
Cc1nc2c3c4c(sc3n3c(SCC(=O)NCc5ccco5)nnc3n2n1)COC(C)(C)C4,0.8%,2.3%
O=C(COc1ccccc1)Nc1nc2ccccc2[nH]1,-8.0%,0.3%
Cc1nn(Cc2ccc(Cl)cc2Cl)c(C)c1NC(=O)C1C2CCC(O2)C1C(=O)O (configuration not stated),.,-4.0%
CC(C)(C)OC(=O)N1N=C(c2ccc(Cl)cc2)CC1(O)C(F)(F)F (configuration not stated),-7.7%,0.8%
Cc1nc(NC(=O)c2ccccc2)sc1-c1csc(N)n1,-2.5%,0.9%
COC(=O)C(C)NS(=O)(=O)c1ccc(NC(C)=O)cc1 (configuration not stated),-4.8%,5.1%
CC(C)(C)C1CCC(=O)C(C2(O)C(=O)Nc3ccccc32)C1 (configuration not stated),-8.3%,-1.7%
CCOC(=O)C1=C(C)NC(=O)NC1c1ccc(OC(=O)c2ccco2)c(OC)c1 (configuration not stated),1.3%,2.2%
Cc1ccc2c(CN3CCN(Cc4ccc5c(c4)OCO5)CC3)cc(=O)oc2c1C,0.0%,-2.1%
CC(=O)N1CCC(N2CCN(c3ccccc3F)CC2)CC1,-10.5%,.
CCCn1c(SCC(=O)c2cc(OC)ccc2OC)nnc1-c1ccco1,5.5%,5.5%
OC1CCN(Cc2cccc(Oc3ccccc3)c2)CC1,-14.1%,5.8%
CN1/C(=C\C(=O)Nc2cccnc2)c2ccccc2CC1(C)C,-0.8%,4.2%
Nc1n[nH]c(-c2ccccc2)n1,.,-1.5%
COCCn1c(SCc2ccccc2Cl)nc2c1c(=O)[nH]c(=O)n2C,-0.1%,-2.0%
COc1ccc(CNS(=O)(=O)c2cccc(S(=O)(=O)N3CCOCC3)c2)cc1,.,3.1%
Cn1c(=O)[nH]c(=O)c2c1nc(Sc1nc3ccccc3s1)n2Cc1ccccc1,-11.9%,2.7%
Cc1cccc(N2CCN(C(=O)c3cccnc3)CC2)c1C,0.3%,4.7%
CCCCOc1ccc(C2CC(=O)N(C)C2=O)cc1 (configuration not stated),-5.0%,7.4%

# Six entries picked at random from those above:
SMILES,Rat MKP-3 inhibitors,Hsp70 inhibitors
CCCCOc1ccc(C2CC(=O)N(C)C2=O)cc1 (configuration not stated),-5.0%,7.4%
COc1ccc(CNS(=O)(=O)c2cccc(S(=O)(=O)N3CCOCC3)c2)cc1,.,3.1%
CC(=O)N1CCC(N2CCN(c3ccccc3F)CC2)CC1,-10.5%,.
Cc1cccc(N2CCN(C(=O)c3cccnc3)CC2)c1C,0.3%,4.7%
COCCn1c(SCc2ccccc2Cl)nc2c1c(=O)[nH]c(=O)n2C,-0.1%,-2.0%
Nc1n[nH]c(-c2ccccc2)n1,.,-1.5%

# The list is partial; count on the stated rates, not on these rows.
